High-throughput results: PubChem BioAssay, National Center for Advancing Translational Sciences (NCATS)
GLP-1R agonist – activates the human GLP-1 receptor | P43220 | HEK293 GLP-1R CRE-luciferase, luminescence, 4-6 h; cells express a hypersensitive GLP-1R form | AID 624172 | 380,000 compounds, 0.007% hits | Potency, µM (titrated, usually from 45.6 µM), without a hit: at the top dose activation, usual class: activators; also: potency is read from the fitted curve at half-maximal effect; % of control where 0% means no effect
Target sequence (P43220 whole entry, looked up): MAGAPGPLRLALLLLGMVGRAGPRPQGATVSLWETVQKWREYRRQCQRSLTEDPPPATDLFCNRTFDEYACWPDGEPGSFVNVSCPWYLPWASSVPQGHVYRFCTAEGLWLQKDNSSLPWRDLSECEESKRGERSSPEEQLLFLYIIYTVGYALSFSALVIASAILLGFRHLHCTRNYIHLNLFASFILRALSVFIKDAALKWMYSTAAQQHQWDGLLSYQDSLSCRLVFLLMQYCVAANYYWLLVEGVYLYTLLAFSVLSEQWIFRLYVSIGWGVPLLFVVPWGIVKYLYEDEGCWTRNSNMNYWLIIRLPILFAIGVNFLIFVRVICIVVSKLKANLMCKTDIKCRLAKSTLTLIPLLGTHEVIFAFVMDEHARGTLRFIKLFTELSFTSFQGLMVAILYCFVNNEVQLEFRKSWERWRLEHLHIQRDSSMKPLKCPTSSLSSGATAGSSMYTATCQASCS
D3 antag – antagonists of human D3 dopamine receptor. P35462. D3R cells, DiscoveRx beta-arrestin luminescence, antagonist mode; active compounds read low. max response, negative = inhibition, %. 360,000 compounds, 2.5% hits. AID 652054; in the data active = max response below about -50%; inconclusive = no clear call, values can overlap the other calls; also: % is scaled to controls: 0 for no effect and ±100 for the full control effect; mostly tested at two doses, the higher about 12 µM
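Cells expressing the human receptor were seeded at 1500 cells/well, incubated overnight at 37 degrees C in 5% CO2, then exposed to library compounds with dopamine controls for 90 minutes at 37 degrees C before luminescent detection.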
Akt phos inh – Akt phosphorylation inhibition | Neuro2A IGF-stimulated pAkt S473 HTRF, 20 min; active compounds read low | activity change, % for hits at 50 µM | 360,000 compounds, 0.32% hits | AID 651550; in the data active = activity change below about -80%; inconclusive = mostly about -51% to -80%; also: % is scaled to controls: 0 for no effect and ±100 for the full control effect
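Single-point screen (50 µM final compound) in Neuro2A cells stimulated 20 min with 6 nM IGF at 37 deg C. After lysis, Ser473-phosphorylated Akt read by HTRF (ex 330 nm, em 615/665 nm) as the 665/615 ratio.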
aSyn yeast inh – alpha-synuclein toxicity inhibition in yeast. AID 652106. Yeast expressing alpha-synuclein, growth rescue, BacTiter-Glo, 24 h. 370,000 compounds, 0.14% hits. Potency, µM (doses to about 46.1 µM), without a hit: top-dose growth rescue (activation), usual class: activators; also: potency is read from the fitted curve at half-maximal effect; % of control where 0% means no effect; nearly all actives have a fitted effect of over 65% in size
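Screening used galactose-induced yeast with toxic alpha-synuclein levels, exposed to compound for 24 hr at 30 deg C. Cell growth, read with BacTiter-Glo luminescence, gave the measured signal.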
Abeta yeast res – restores growth of yeast expressing A-beta42 peptide; yeast expressing A-beta42, growth rescue, OD600, 48 h; response scale: 0% DMSO, 100% iron-clioquinol control; Potency, µM (top dose mostly 46.1 µM), without a hit: at the top dose growth rescue, actives largely listed as activators; 410,000 compounds, 0.063% hits; AID 1347071; also: potency is read from the fitted curve at half-maximal effect; nearly all actives have a fitted effect of over 55% in size
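Yeast A-beta toxicity model in growth medium with pinned compounds, 48 h at 30 C; growth read as absorbance at 600 nm. Normalized to FeCl3/clioquinol equimolar mix (positive) and DMSO (negative).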
GLP1R inv ag – GLP-1 receptor (human) inverse agonism. HEK293 GLP-1R CRE-luciferase, luminescence, 24 h; GLP-1R form is constitutively active. Potency, µM (titrated, usually from 38.3 µM), for inactives: at the top dose activity change, negative = inhibition, actives largely listed as inhibitors. 410,000 compounds, 1.6% hits. AID 624417; also: potency is read from the fitted curve at half-maximal effect; % is scaled to controls: 0 for no effect and ±100 for the full control effect; nearly all actives have a fitted effect of over 55% in size
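Luminescence readout: a drop in cAMP-driven luciferase signal flags inverse agonism at a constitutively active GLP-1R stably expressed in HEK293. Compound exposure lasted 24 hr at 37 deg C, 5% CO2.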
TDP-43 yeast inh – TDP-43 toxicity inhibition in yeast. TDP-43 expressing yeast growth rescue, BacTiter-Glo, 24 h. Potency, µM (top dose mostly 46.1 µM), for inactives: at the top dose growth rescue (activation), usual class: activators. 410,000 compounds, 1.8% hits. AID 652104; also: potency is read from the fitted curve at half-maximal effect; % of control where 0% means no effect; nearly all actives have a fitted effect of over 50% in size
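Cell-based yeast growth screen: TDP-43 expression induced in galactose, inoculum OD600=0.02 after raffinose pregrowth to mid-log. Read-out BacTiter-Glo luminescence at 24 hr, 30 deg C; inhibition of toxicity seen as signal increase.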
FUS yeast rescue – suppressors of FUS proteinopathy in yeast; S. cerevisiae FUS-expressing, growth rescue, OD600, 24 h; Potency, µM (series often up to 76.6 µM), for inactives: top-dose growth rescue (activation), actives largely listed as activators; 390,000 compounds, 0.24% hits;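 also: potency is read from the fitted curve at half-maximal effect; plate controls were DMSO vehicle for no effect and reference control for full effect; nearly all actives have a fitted effect of over 55% in size; some results filed as inactive show a strong effect at the top dose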
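Galactose (2%) drives FUS expression in yeast precultured in raffinose; seeding density OD 0.005. Test compounds incubated 24hr at 30C and 99% humidity before absorbance at 600 nm was measured.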
PTHR1 agonist – agonists of human PTHR1 parathyroid hormone receptor | AID 743266 | HEK293 GP2 PTHR1 cells, GloSensor cAMP luminescence, 1 h | Q03431 | Potency, µM (doses to about 115 µM), without a hit: top-dose activation, most hits filed as activators | 410,000 compounds, 0.075% hits; also: potency is read from the fitted curve at half-maximal effect; nearly all actives have a fitted effect of over 55% in size; some results filed as inactive show a strong effect at the top dose; inactives centre near -15; many of its hits are not listed in these tables
Target sequence (Q03431 whole entry, looked up): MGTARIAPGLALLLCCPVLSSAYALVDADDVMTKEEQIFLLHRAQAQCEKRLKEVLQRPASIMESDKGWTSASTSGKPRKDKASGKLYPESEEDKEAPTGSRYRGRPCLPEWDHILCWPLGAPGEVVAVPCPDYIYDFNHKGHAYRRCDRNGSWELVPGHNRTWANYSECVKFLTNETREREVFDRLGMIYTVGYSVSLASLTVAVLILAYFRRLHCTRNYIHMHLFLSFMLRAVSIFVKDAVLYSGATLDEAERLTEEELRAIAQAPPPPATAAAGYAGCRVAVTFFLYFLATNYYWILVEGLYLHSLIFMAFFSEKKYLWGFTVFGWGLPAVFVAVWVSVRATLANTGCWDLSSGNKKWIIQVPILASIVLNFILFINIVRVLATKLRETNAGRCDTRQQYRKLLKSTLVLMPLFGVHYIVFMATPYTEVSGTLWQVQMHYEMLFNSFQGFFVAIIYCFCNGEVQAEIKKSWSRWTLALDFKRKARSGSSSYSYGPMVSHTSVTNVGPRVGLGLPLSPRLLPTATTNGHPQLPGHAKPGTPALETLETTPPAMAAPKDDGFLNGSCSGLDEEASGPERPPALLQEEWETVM
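HEK-293-derived GP2 cells expressing PTHR1 and a GloSensor cAMP reporter, 3,000/well, plated overnight, given luciferin plus IBMX (each 0.5 mM as added) for 1 h at 37 °C, then compound for 1 h at 37 °C. Luminescence was read after 15 min at room temperature.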
* marks the source's active call; other numbers are inactive results; i = inactive; ? = inconclusive; . = no result given; [ ] = dose if it differs, or a comment. Unless noted, calls follow the shape of the dose curve; as a rule, active = well fitted curve in the direction sought with a large enough effect; inconclusive = small, poorly fitted or top-dose-only effect, or another doubt; inactive = no such curve, though single readings can be large; an effect the other way counts as inactive or inconclusive. These rows are one share of the data (hit frequency here may not be typical).

structure | GLP-1R agonist | D3 antag | Akt phos inh | aSyn yeast inh | Abeta yeast res | GLP1R inv ag | TDP-43 yeast inh | FUS yeast rescue | PTHR1 agonist
CN1CCN([C@H]2CS(=O)(=O)N[C@@H]2COCc2ccccc2)CC1 | 1% | -13 | i | -7% | -15% | -1% | 10% | -20% | -23%
COc1ccc2c(C)c(C(=O)NCC(C)O)oc2c1OC (configuration not stated) | 1% | 14 | i | 1% | 0% | 48%[activator] | 7% | -10% | -13%
CC1CCN(C(=O)C2CCN(C(=O)c3cc4sccc4n3Cc3ccc(F)cc3)CC2)CC1 | 2% | -16 | i | 24% | -14% | -23% | 13% | ? | -31%[inhibitor][57.5 µM]
S=C(c1cccs1)N1CCN(c2ccccc2)CC1 | -1% | ? | i | 9% | 7% | 25% | 18µM* | . | i
O=C1NN=C(c2ccc(Br)cc2)CC1c1ccc(Cl)cc1 (configuration not stated) | 6% | 1 | i | 12% | 13% | ? | ? | 14% | -72%
COc1ccccc1OCC(=O)Nc1ccc(S(=O)(=O)NC(C)=O)cc1 | 0% | -23 | i | 12% | -3% | -2% | -23% | -1% | i
COc1cc(CN2CCC(C(=O)NC3CCCC3)CC2)ccc1O | -4% | -28 | i | -2% | -16% | -9% | 6% | 5% | i
O=C(CCN1C(=O)S/C(=C\c2ccc(F)cc2)C1=O)Nc1ccc(O)cc1C(=O)O | 0% | 0 | i | -4% | . | 4% | -19% | -4% | 20%
CCc1ccc(NC(=O)C2CCN(c3nnc(-n4c(C)ccc4C)s3)CC2)cc1 | . | . | . | . | -2% | -2% | 11% | 23% | -82%[inhibitor]
O=C(COc1ccccc1)NC1CCN(Cc2ccccc2)CC1 | 14% | ? | i | 2% | 5% | 0% | -13% | 23% | i

Whole records as entered above. Screens in order: GLP-1R agonist, D3 antag, Akt phos inh, aSyn yeast inh, Abeta yeast res, GLP1R inv ag, TDP-43 yeast inh, FUS yeast rescue, PTHR1 agonist
COc1ccccc1OCC(=O)Nc1ccc(S(=O)(=O)NC(C)=O)cc1 across the screens: 0%, -23, i, 12%, -3%, -2%, -23%, -1%, i
O=C(COc1ccccc1)NC1CCN(Cc2ccccc2)CC1 across the screens: 14%, ?, i, 2%, 5%, 0%, -13%, 23%, i
COc1cc(CN2CCC(C(=O)NC3CCCC3)CC2)ccc1O across the screens: -4%, -28, i, -2%, -16%, -9%, 6%, 5%, i

Taken from the entries so far, 4 compounds:
structure | GLP-1R agonist | D3 antag | Akt phos inh | aSyn yeast inh | Abeta yeast res | GLP1R inv ag | TDP-43 yeast inh | FUS yeast rescue | PTHR1 agonist
COc1cc(CN2CCC(C(=O)NC3CCCC3)CC2)ccc1O | -4% | -28 | i | -2% | -16% | -9% | 6% | 5% | i
O=C(CCN1C(=O)S/C(=C\c2ccc(F)cc2)C1=O)Nc1ccc(O)cc1C(=O)O | 0% | 0 | i | -4% | . | 4% | -19% | -4% | 20%
CCc1ccc(NC(=O)C2CCN(c3nnc(-n4c(C)ccc4C)s3)CC2)cc1 | . | . | . | . | -2% | -2% | 11% | 23% | -82%[inhibitor]
O=C(COc1ccccc1)NC1CCN(Cc2ccccc2)CC1 | 14% | ? | i | 2% | 5% | 0% | -13% | 23% | i

Further compounds
structure | GLP-1R agonist | D3 antag | Akt phos inh | aSyn yeast inh | Abeta yeast res | GLP1R inv ag | TDP-43 yeast inh | FUS yeast rescue | PTHR1 agonist
Cc1cc(C)c(NC(=O)c2nc3ccccc3nc2N2CCCCC2)c(C)c1 | . | . | . | . | 13% | 1% | 20% | -17% | i
CCCc1[nH]nc2c1C(c1ccc(OC)c(CSC3=NCCS3)c1)C(C#N)=C(N)O2 (configuration not stated) | -1% | ? | i | 1% | 23% | -13% | 0% | 39% | -3%
O=C1CC(c2cccc(F)c2)C2=C(CCCC2=O)N1 (configuration not stated) | 9% | 33 | i | -1% | -5% | -2% | -10% | 4% | i
O=S(=O)(c1ccc(F)cc1)N1CCCN(c2nccc(C(F)(F)F)n2)CC1 | 4% | 5 | i | -1% | 1% | 2% | 17% | -21% | -9%
CCCc1cc(=O)oc2c(C)c(OS(C)(=O)=O)ccc12 | 29% | 34 | i | -9% | -3% | 64%[activator] | -1% | 8% | -28%
O=C(O)c1ccc(Cl)c(S(=O)(=O)N2CCCCCC2)c1 | -2% | -2 | i | -1% | 14% | 0% | 8% | 0% | -19%[57.5 µM]
O=S(=O)(NCc1ccc2c(c1)OCO2)c1cccc(F)c1 | 0% | 7 | i | 2% | 6% | 3% | ? | -10% | i
COc1cc2cc(CN(Cc3cccs3)C(=S)Nc3ccccc3)c(=O)[nH]c2cc1OC | 17% | 20 | i | 5% | 16% | 4% | ? | ? | i
CN(C)/C=C1\NC(=S)N(c2ccccc2)C1=O | 2% | 0 | i | -8% | -17% | -6% | -20% | 26% | -11%
CN(Cc1ccccc1)C(=O)c1cc(=O)[nH]c2ccccc12 | 13% | -1 | i | 0% | -16% | 16% | 9% | -11% | -17%
Cc1sc2ncnc(N3CCC(C(=O)N(C)CC(=O)Nc4ccccc4Cl)CC3)c2c1C | -7% | 47 | i | 18% | -14% | ? | 23% | . | -86%[inhibitor]
CC(=O)N1CCc2cc(S(=O)(=O)CCC(=O)N3CCN(c4cc(C)ccc4C)CC3)ccc21 | -4% | 15 | i | -2% | 12% | 7% | -1% | -6% | -33%[inhibitor]
CC(CC(=O)O)CC(=O)Nc1cc(C(F)(F)F)cc(C(F)(F)F)c1 (configuration not stated) | 4% | 1 | i | 1% | 16% | -23% | 4% | 5% | -7%
COc1ccc(S(=O)(=O)NCC(c2ccc(C)cc2)N2CCN(C)CC2)cc1 (configuration not stated) | -8% | -18 | i | -6% | -7% | ? | -15% | 24% | i
Cc1cccc(C)c1NC(=O)CNC(=O)CNC(=O)c1ccc2ccccc2c1 | -2% | -18 | i | -4% | 6% | -27% | 8% | -8% | i
CCc1cc(C(=O)Cc2nc3ccccc3[nH]2)c(O)cc1O | 2% | ? | i | -9% | 7% | 0% | 5% | ? | i
CN(C(=O)c1cccc(NC(=O)Cc2ccc(NC(=O)C3CCN(C(=O)C4CCC4)CC3)cc2)c1)C1CC1 | 2% | 6 | i | -8% | 0% | 5% | 16% | 21% | -4%
Cc1ccc(C)c(SCC(=O)OCC(=O)c2ccco2)c1 | -4% | -1 | i | -3% | 21% | 111%[activator] | -10% | 8% | -12%
O=C(Nc1ccc([N+](=O)[O-])cc1)C(=O)Nc1cccc(C(=O)O)c1 | -15% | -6 | i | -20% | -25% | 1.1µM* | -11% | 6% | -56%[inhibitor]
Cc1ccc(NC(=S)NNC(=O)Nc2ccccc2)cc1 | 8% | -52* | i | -9% | -5% | -15% | 7% | -5% | -7%
O=C(Nc1nc(-c2ccccn2)cs1)c1ccc(Cl)s1 | 6% | ? | i | -15% | -58%[inhibitor] | ? | ? | -13% | -52%
COc1cc(C(=O)NC(C)Cc2cccs2)cc(OC)c1OC (configuration not stated) | 16% | -12 | i | -4% | 3% | 6% | -16% | 17% | i
CC1=C(C(=O)OCc2ccccc2)C(c2cccc3ccccc23)NC(=O)N1CCCC(=O)O (configuration not stated) | -3% | 0 | i | -7% | -7% | 2% | 7% | 14% | -23%
Cc1ccc2c(c1)c1nc3ccccc3nc1n2C | 8% | 8 | i | 0% | -17% | 67%[activator] | 1% | -12% | -5%
COc1ccc(Nc2ccccc2C(=O)O)cc1 | 0% | -1 | i | 15% | -24% | -45% | -26% | 13% | i
O=C(CCNC(=O)c1ccccc1Cl)NCCc1ccc(C(F)(F)F)cc1 | 12% | 4 | i | 3% | 5% | 4% | -8% | 9% | -1%
CCc1ccccc1NC(=O)CNC(=O)c1ccc(-n2cncn2)c([N+](=O)[O-])c1 | -4% | 2 | i | -4% | -10% | 11% | -22% | 6% | i
C=CCC[C@@H](Cc1ccc(F)cc1)C(=O)OC[C@@H](Cc1c[nH]c2ccccc12)NC(=O)[C@@H](CC=C)CC(=O)N[C@H](CO)Cc1ccccc1 | -4% | -11 | i | 3% | 2% | ? | 9% | 25µM* | -7%
CC(C)NC(=O)Nc1ccc2c(c1)C(=O)N([C@@H](C)CO)C[C@@H](C)[C@@H](CN(C)S(=O)(=O)c1ccc(F)cc1)O2 | -6% | -7 | i | -1% | -8% | 7% | -6% | 19% | -24%
Cc1ccc(C2=C(c3ccc([N+](=O)[O-])cc3)C(=O)OC2)cc1C | 14% | -13 | i | -4% | -24% | ? | 13µM* | 14% | -29%
Cc1ccc(S(=O)(=O)NC(N)=NCCc2ccc(Cl)cc2)cc1 | 0% | 13 | i | 3% | 14% | 2% | 11% | . | -20%
CCOC(=O)CSc1nc2cc(C)ccc2cc1C#N | 12% | -16 | i | 8% | 7% | 42% | 14% | 15% | -53%[inhibitor]
Cc1nccn1CC(=O)O | -7% | 6 | i | 0% | 0% | -26% | 5% | -4% | i
C=CCn1c(CC(=O)Nc2cccc(OC)c2)nnc1SCC(=O)NC1CCCCC1 | 1% | -13 | i | -8% | -13% | 0% | -21% | -11% | -16%
CCCS(=O)(=O)N1CCC(CCOc2ccccc2)(C(=O)OCC)CC1 | 9% | 3 | i | 10% | -2% | -4% | 8% | -9% | -31%[inhibitor]
